GLP1R ag = GLP-1 receptor (human) agonism | Potency, µM (top dose mostly 45.6 µM), inactives show at the highest dose activation, most hits filed as activators | HEK293 GLP-1R CRE-luciferase, luminescence, 4-6 h; cells express a hypersensitive GLP-1R form | P43220 | 0.007% of 380,000 active; further: potency means the concentration at half of the fitted maximal effect; % of control where 0% means no effect
PI5P4Ka inh = PI5P4K alpha (human) kinase inhibition | P48426 | PI5P4Kalpha enzyme, ADP-Glo luminescence, 60 min; active compounds read low | max response, % | 1.2% of 330,000 active | AID 652105; active means max response of -50% or lower; inconclusive means between -30% and -50%; inactive means -30% or higher; further: value at the top dose of about 77 µM; on the % scale 0 is the no-effect control and ±100 the full control effect
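PI5P4Kalpha ADP-Glo assay; 5 microM ATP final; 60 min RT reaction; HEPES pH 7.4/EGTA/CHAPS, 5% DMSO; controls lacking substrate or enzyme; luminescent end-point.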
EPAC1 antag = antagonists of human EPAC1 | O95398 | EPAC1 GEF assay, Rap1b-BODIPY-GDP exchange fluorescence | Potency, µM (titrated, usually from 115 µM), without a hit: at the highest dose activity change, negative = inhibition, hits mostly inhibitors | 0.14% of 360,000 active | AID 720709;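 further: potency means the concentration at half of the fitted maximal effect; plate controls were vehicle for no effect and positive control for full effect; nearly all actives have a fitted effect of over 50% in size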
EPAC1 ag = activates human EPAC1 exchange factor; 0.073% of 360,000 active; EPAC1 agonist qHTS, biochemical assay; response scale: 100% = response to 6.5 mM cAMP; Potency, µM (highest dose often 154 µM), for the others: top-dose activation, actives largely listed as activators; further: potency means the concentration at half of the fitted maximal effect; nearly all actives have a fitted effect of over 60% in size
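Nucleotide exchange by EPAC1 (100 nM) on Rap1B–BODIPY-GDP (250 nM) in the presence of 50 uM GDP is tracked fluorescently at 480/540 nm over 30 min. Signals are normalized to a 6.5 mM cAMP control.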
IL-2 act = IL-2 activation | IL-2 activation reporter assay, cell-based qHTS; stimulated with anti-CD3/CD4/CD28 beads; in transgenic mouse T cells | activation, % (series mostly up to about 46 µM) | 0.065% of 360,000 active; in the data active means activation above about 50%; inconclusive means mostly about 30% to 49%; further: 0% is about no effect
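Unstimulated transgenic mouse T cells; 60-min compound exposure; bead-based TCR/CD4/CD28 stimulation; 18 h culture, 37 degrees C; dual fluorescence (EGFP, DsRed) plate cytometry.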
PTHR1 ag = PTHR1 (human) receptor agonism. Q03431. HEK293 GP2 PTHR1 cells, GloSensor cAMP luminescence, 1 h. Potency, µM (highest dose often 115 µM), without a hit: top-dose activation, actives largely listed as activators. 0.075% of 410,000 active. AID 743266; further: potency means the concentration at half of the fitted maximal effect; nearly all actives have a fitted effect of over 55% in size; some results filed as inactive show a strong effect at the top dose; inactives centre near -15; many of its hits are not listed in these tables
Target sequence (Q03431 whole entry, looked up): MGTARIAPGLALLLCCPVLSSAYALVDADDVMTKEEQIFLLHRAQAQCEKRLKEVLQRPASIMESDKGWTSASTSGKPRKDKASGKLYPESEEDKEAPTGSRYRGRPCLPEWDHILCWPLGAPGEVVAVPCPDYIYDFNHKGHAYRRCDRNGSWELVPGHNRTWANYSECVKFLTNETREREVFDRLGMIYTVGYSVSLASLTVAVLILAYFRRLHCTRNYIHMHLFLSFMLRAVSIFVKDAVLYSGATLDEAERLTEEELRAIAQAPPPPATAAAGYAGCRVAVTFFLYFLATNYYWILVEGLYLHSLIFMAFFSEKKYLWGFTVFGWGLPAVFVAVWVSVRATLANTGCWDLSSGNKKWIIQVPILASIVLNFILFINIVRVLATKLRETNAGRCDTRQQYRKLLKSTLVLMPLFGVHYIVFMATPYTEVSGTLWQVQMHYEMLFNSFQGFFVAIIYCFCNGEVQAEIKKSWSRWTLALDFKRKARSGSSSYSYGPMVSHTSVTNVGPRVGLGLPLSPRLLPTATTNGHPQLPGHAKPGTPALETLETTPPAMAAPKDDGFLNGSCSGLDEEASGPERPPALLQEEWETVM
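HEK-293-derived GP2 cells expressing PTHR1 and a GloSensor cAMP reporter, 3,000/well, plated overnight, given luciferin plus IBMX (each 0.5 mM as added) for 1 h at 37 °C, then compound for 1 h at 37 °C. Luminescence was read after 15 min at room temperature.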
HEK293 tox = cytotoxicity in counter-screen for GLP-1R inverse agonists | HEK293 cAMP-luciferase reporter cells, luminescence, 24 h | Potency, µM (highest dose often 38.3 µM), inactives show at the top dose activity change, negative = inhibition, hits mostly inhibitors | 0.13% of 410,000 active;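 further: loss of luciferase light is scored as toxicity; potency means the concentration at half of the fitted maximal effect; on the % scale 0 is the no-effect control and ±100 the full control effect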
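Cells in DMEM/10% Nu serum/1% pen-strep, 1536-well format. Pre-incubated 12 h, dosed with 23 nL compound, incubated a further 24 h. Luciferase detection, 12 min at room temp, luminescence.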
GLP-1R inv ag = acts as inverse agonist at human GLP-1 receptor; AID 624417; HEK293 GLP-1R CRE-luciferase, luminescence, 24 h; GLP-1R form is constitutively active; Potency, µM (highest dose often 38.3 µM), for inactives: top-dose activity change, negative = inhibition, hits mostly inhibitors; P43220; 1.6% of 410,000 active; further: potency means the concentration at half of the fitted maximal effect; on the % scale 0 is the no-effect control and ±100 the full control effect; nearly all actives have a fitted effect of over 55% in size
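Stable HEK293 clone (constitutively active GLP-1R + cAMP-response luciferase); 200 cells/uL plated, 12 h pre-culture, compound 24 hr, 37 deg C/5% CO2; detection reagent 12 min RT; luminescence.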
PLK1 PBD inh = inhibitors of human PLK1 polo-box domain binding | P53350 | Plk1 PBD binding of FITC phosphopeptide, fluorescence polarization | Potency, µM, without a hit: max response, negative = inhibition, hits mostly inhibitors | 2.8% of 360,000 active; further: potency means the concentration at half of the fitted maximal effect; series mostly up to about 57 µM; on the % scale 0 is the no-effect control and ±100 the full control effect; nearly all actives have a fitted effect of over 65% in size
* hit, by the source's call; i = inactive; ? = inconclusive; / = no result given; [ ] = dose if it differs, or a comment. Unless noted, the call rests on the fitted dose curve; in most records, active means well fitted curve in the direction sought with a large enough effect; inconclusive means small, poorly fitted or top-dose-only effect, or another doubt; inactive means no such curve, though single readings can be large; an effect the other way counts as inactive or inconclusive.

The opening 11 records (preview)
SMILES	GLP1R ag	PI5P4Ka inh	EPAC1 antag	EPAC1 ag	IL-2 act	PTHR1 ag	HEK293 tox	GLP-1R inv ag	PLK1 PBD inh
O=C(Nc1nnc(S(=O)(=O)N2CCOCC2)s1)c1ccc(Cl)cc1	1.8%	-24.4	26.5%	-7.3%	-0.6	-54.6%[inhibitor]	-20.6%	2.7%	1.0%
CSCCC(NC(C)=O)C(=O)Oc1ccc2c3c(c(=O)oc2c1)CCCC3 (stereo not drawn)	30.1%	/	16.0%	-1.2%	-2.1	-18.8%	43.9%[activator]	0.0%	?
Cc1cc(C)c(OCCCCCn2ccnc2)c(C)c1	10.7%	1.2	-4.8%	-14.7%	-1.8	-19.2%	?	?	-12.4%
N#Cc1ccc(-c2nc3ccc(Br)cn3c2Cc2ccccc2C(F)(F)F)cc1	-5.2%	1.9	-0.9%	-6.9%	-0.6	-7.9%	3.2%	6.9%	6.1%
CCN(CC)C(=N)/C(C#N)=N/Nc1ccccc1	-0.2%	-4.4	17.5%	-1.4%	-0.5	i	?	-27.3%	-0.3%
COC(=O)c1cccc(NC(=O)C2CCCN2C(=O)c2cccs2)c1 (stereo not drawn)	3.7%	4.6	-19.4%	-7.7%	-2.8	-26.1%	-13.9%	4.6%	-4.5%
CCOC(=O)c1sc(NC(=O)CSc2nc3c(cc2C#N)CCCCCC3)c(C#N)c1C	-16.7%	/	17.7%	-11.6%	-0.9	-23.6%[57.5 µM]	79.7%[activator]	0.0%	-9.6%
COc1cc(/C=N/O)c(Br)cc1OCC(=O)Nc1ccccc1C	0.0%	3.2	2.2%	-1.0%	0.0	-15.0%	-14.0%	25.2%	-1.2%
CCCOC(=O)c1cccc(NC(=O)c2cccnc2)c1	22.5%	/	-0.5%	-0.6%	-2.0	i	9.2%	0.0%	-1.3%
COc1cc(SC)ccc1C(=O)NCCOc1c(C)cc(C)cc1C	13.1%	/	-10.3%	?	-3.9	-32.9%[inhibitor]	-5.9%	-5.7%	-7.1%
COc1ccc(NC(=O)CCS(=O)(=O)c2ccc3c(c2)oc(=O)n3C)cc1	-1.8%	-28.4	3.3%	-8.0%	-0.9	-11.0%	-2.0%	0.3%	?

The whole of this part, from the start:
SMILES	GLP1R ag	PI5P4Ka inh	EPAC1 antag	EPAC1 ag	IL-2 act	PTHR1 ag	HEK293 tox	GLP-1R inv ag	PLK1 PBD inh
O=C(Nc1nnc(S(=O)(=O)N2CCOCC2)s1)c1ccc(Cl)cc1	1.8%	-24.4	26.5%	-7.3%	-0.6	-54.6%[inhibitor]	-20.6%	2.7%	1.0%
CSCCC(NC(C)=O)C(=O)Oc1ccc2c3c(c(=O)oc2c1)CCCC3 (stereo not drawn)	30.1%	/	16.0%	-1.2%	-2.1	-18.8%	43.9%[activator]	0.0%	?
Cc1cc(C)c(OCCCCCn2ccnc2)c(C)c1	10.7%	1.2	-4.8%	-14.7%	-1.8	-19.2%	?	?	-12.4%
N#Cc1ccc(-c2nc3ccc(Br)cn3c2Cc2ccccc2C(F)(F)F)cc1	-5.2%	1.9	-0.9%	-6.9%	-0.6	-7.9%	3.2%	6.9%	6.1%
CCN(CC)C(=N)/C(C#N)=N/Nc1ccccc1	-0.2%	-4.4	17.5%	-1.4%	-0.5	i	?	-27.3%	-0.3%
COC(=O)c1cccc(NC(=O)C2CCCN2C(=O)c2cccs2)c1 (stereo not drawn)	3.7%	4.6	-19.4%	-7.7%	-2.8	-26.1%	-13.9%	4.6%	-4.5%
CCOC(=O)c1sc(NC(=O)CSc2nc3c(cc2C#N)CCCCCC3)c(C#N)c1C	-16.7%	/	17.7%	-11.6%	-0.9	-23.6%[57.5 µM]	79.7%[activator]	0.0%	-9.6%
COc1cc(/C=N/O)c(Br)cc1OCC(=O)Nc1ccccc1C	0.0%	3.2	2.2%	-1.0%	0.0	-15.0%	-14.0%	25.2%	-1.2%
CCCOC(=O)c1cccc(NC(=O)c2cccnc2)c1	22.5%	/	-0.5%	-0.6%	-2.0	i	9.2%	0.0%	-1.3%
COc1cc(SC)ccc1C(=O)NCCOc1c(C)cc(C)cc1C	13.1%	/	-10.3%	?	-3.9	-32.9%[inhibitor]	-5.9%	-5.7%	-7.1%
COc1ccc(NC(=O)CCS(=O)(=O)c2ccc3c(c2)oc(=O)n3C)cc1	-1.8%	-28.4	3.3%	-8.0%	-0.9	-11.0%	-2.0%	0.3%	?
Cc1cc(S(=O)(=O)N2CCOCC2)ccc1OCC(=O)NCc1ccccn1	1.8%	-4.1	2.3%	-6.8%	-1.9	i	-9.4%	5.2%	-12.8%
O=C(c1ccc(-c2ccccc2Cl)o1)N1CCCC(C(F)(F)F)C1 (stereo not drawn)	16.7%	4.1	?	-0.8%	0.1	-30.6%[inhibitor]	16.3%	?	-11.1%
CC(=O)Oc1ccc(-c2cccc(C(=O)O)c2)cc1	-5.4%	/	-0.8%	-0.5%	-1.9	-19.5%[57.5 µM]	-28.8%	1.7%	1.6%
COc1ccccc1CNC(=O)C1CCN(S(=O)(=O)c2ccc3c(c2)NC(=O)CO3)CC1	-2.4%	7.0	-6.0%	2.3%	0.3	i	-34.7%	5.1%	-6.9%
CSc1ncc2c(=O)[nH]c(-c3ccccc3)nc2n1	5.3%	-5.9	20.7%	6.3%	0.1	i	7.2%	9.2%	-11.9%
CCOc1ccc(CN(C)C(=O)c2ccc(NC(=O)CC3SC(N4CCCC4)=NC3=O)cc2)cc1 (stereo not drawn)	1.0%	-1.0	6.5%	1.2%	-2.3	-0.2%	5.6%	46.6%[activator]	-12.5%
CC(C)(C)c1ccc(NC(=O)N2CCCN(c3ccc([N+](=O)[O-])cn3)CC2)cc1	2.9%	0.0	-28.1%	-12.2%	-3.2	i	-17.6%	?	-5.9%
COc1ccc(C(=O)CCNc2cccc(Cl)c2)cc1	6.4%	-4.9	-21.4%	-4.6%	-5.5	-6.9%	25.1%	11.6%	-14.3%
O=C(NNC(=O)c1ccc(Cl)cc1Cl)c1ccncc1	5.4%	6.2	-15.9%	1.8%	-0.3	-23.3%	13.4%	19.1%	-3.4%
COc1ccc(N2CCN(C(=O)COC(=O)[C@@H](NC(=O)c3c(F)cccc3F)C(C)C)CC2)cc1	13.8%	-0.2	16.7%	1.0%	-0.1	-25.2%	-1.3%	2.1%	-1.4%
COc1cc(NC(=O)c2onc(C)c2Cl)c(OC)cc1Cl	0.1%	0.1	10.7%	-9.8%	-4.0	-13.1%	-0.7%	12.2%	-4.7%
CC(Sc1ccc(Cl)cc1)C(=O)Nc1ccc(S(=O)(=O)N2CCOCC2)cc1 (stereo not drawn)	3.6%	/	-0.7%	-0.2%	-1.2	-16.7%	-13.4%	-5.7%	0.5%
CCOc1ccc(S(=O)(=O)NCCC(=O)NCc2ccc(OC)c(OC)c2)cc1	-0.8%	0.6	-25.8%	-1.5%	-0.2	-8.6%	-4.6%	2.8%	1.9%
COC(=O)c1ccsc1NC(=O)CSc1nnnn1-c1ccccc1SC	-0.8%	/	6.1%	17.4%	-2.4	-27.9%	-17.5%	0.0%	-7.8%
CC(C)N(C(=O)CSc1n[nH]c(=O)n1CCc1ccccc1)C(C)C	5.3%	0.0	-16.5%	1.3%	-2.0	-7.5%	9.9%	9.3%	-4.2%
Cc1ccc(C)c(N(C(=O)Cn2nnc3ccccc32)C(C(=O)NC(C)(C)C)c2ccsc2)c1 (stereo not drawn)	0.1%	/	13.9%	-9.6%	-2.1	i	-17.8%	-23.8%	0.0%

High-throughput results from PubChem.

The list is partial. The share of hits here may be higher or lower than overall.
